IDH1 R132H inh: IDH1 R132H (human) inhibition; hit rate 0.18% among 70,000; AID 624101; IDH1 R132H reductase, diaphorase/resazurin fluorescence, 60 min; inhibition, % at 10 µM; O75874; in the data active = inhibition above about 34%; inconclusive = no clear call, values can overlap the other calls; inactive = below about 11%;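 also: 0% = DMSO and 100% = no enzyme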
Target sequence (O75874 whole entry R132H): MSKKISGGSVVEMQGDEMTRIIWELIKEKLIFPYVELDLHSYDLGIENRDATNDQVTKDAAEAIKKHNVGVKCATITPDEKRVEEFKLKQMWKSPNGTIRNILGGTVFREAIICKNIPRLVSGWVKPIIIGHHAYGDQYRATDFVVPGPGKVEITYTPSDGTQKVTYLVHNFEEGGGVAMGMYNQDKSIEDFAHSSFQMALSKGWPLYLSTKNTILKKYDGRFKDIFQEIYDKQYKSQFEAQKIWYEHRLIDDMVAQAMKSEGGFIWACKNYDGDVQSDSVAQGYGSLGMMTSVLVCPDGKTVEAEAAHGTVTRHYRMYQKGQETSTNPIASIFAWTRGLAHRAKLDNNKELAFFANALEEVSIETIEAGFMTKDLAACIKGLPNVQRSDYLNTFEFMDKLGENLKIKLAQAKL
EZH2 inh: inhibitors of human EZH2/PRC2 methyltransferase; PRC2 H3K27 methylation, DELFIA TRF, 1 h; hit rate 0.35% among 57,000; inhibition, % at 12.5 µM; AID 651548; Q15910;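 active = mean inhibition of replicates at least 50% and every single replicate also reaching 50%; inconclusive = mean inhibition at least 50% but some replicate falls below 50%; inactive = mean inhibition under 50%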;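 also: dimethyl H3K27 on biotinylated H3 21-44 peptide detected by antibody; plate controls were median neutral control wells for no effect and median positive control wells for full effect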
* marks the source's active call; other numbers are inactive results; ? = inconclusive; nt = no result given. A portion of the library. The share of hits here may be higher or lower than overall.

Second line of a record: IDH1 R132H inh, EZH2 inh
- C[C@@H]1CN([C@H](C)CO)C(=O)Cc2cc(NC(=O)Nc3ccccc3)ccc2O[C@H]1CN(C)S(=O)(=O)c1ccccc1
→ -1.9, 1
- CO[C@H]1CN(C)C(=O)c2cc(NC(=O)C3CCOCC3)ccc2OC[C@@H](C)N(Cc2cccnc2)C[C@H]1C
→ -0.2, 1
- COc1ccc(S(=O)(=O)Nc2ccc3c(c2)C(=O)N([C@@H](C)CO)C[C@@H](C)[C@H](CN(C)CC2CC2)OCCCC[C@H](C)O3)cc1
→ -1.4, nt
- O=C(CSc1nnc(-c2cccs2)n1-c1ccccc1)Nc1ccccc1Cl
→ 0.1, 3
- C[C@@H]1CN([C@H](C)CO)C(=O)c2cc(NS(=O)(=O)c3ccccc3)ccc2O[C@@H]1CN(C)Cc1ccc2c(c1)OCO2
→ -0.5, 8
- Cc1noc(C)c1S(=O)(=O)Nc1ccc2c(c1)CC(=O)N([C@@H](C)CO)C[C@@H](C)[C@@H](CN(C)C(=O)NC(C)C)O2
→ 0.3, nt
- O=C(C[C@@H]1C=C[C@@H](NC(=O)Nc2cc(F)ccc2F)[C@H](CO)O1)NCc1ccncn1
→ 0.5, 6
- CCC(C)(C)n1c(=O)[nH]c2c(c1=O)CCC2
→ -0.1, 7
- C[C@H](CO)N1C[C@H](C)[C@@H](CN(C)Cc2ccc(C(=O)O)cc2)Oc2c(NC(=O)C3CCCCC3)cccc2C1=O
→ 2.0, nt
- C[C@H](CO)N1C[C@H](C)[C@H](CN(C)S(=O)(=O)c2ccc(F)cc2)OCCCC[C@H](C)Oc2ccc(N(C)C)cc2C1=O
→ nt, -12
- C[C@@H]1CN([C@@H](C)CO)C(=O)c2cc(NC(=O)Nc3ccc(F)cc3)ccc2O[C@H]1CN(C)S(C)(=O)=O
→ 9.2, 9
- C[C@@H]1CN([C@H](C)CO)C(=O)Cc2cc(NC(=O)c3ccncc3)ccc2O[C@H]1CN(C)C
→ 1.8, 2
- CC(C)NC(=O)Nc1ccc2c(c1)C(=O)N([C@@H](C)CO)C[C@@H](C)[C@@H](CN(C)S(=O)(=O)c1cccs1)OCCCC[C@@H](C)O2
→ -1.7, nt
- CO[C@@H]1CN(C)C(=O)c2ccc(NS(=O)(=O)CC(F)(F)F)cc2OC[C@H](C)NC[C@H]1C
→ -0.1, 7
- C[C@H](CO)N1C[C@H](C)[C@H](CN(C)S(=O)(=O)c2cccc(F)c2)Oc2ncc(C#Cc3ccccc3)cc2C1=O
→ -1.4, 1
- O=C(C1=C[C@H](c2ccc(C(F)(F)F)cc2)C[C@H](OCCCCO)O1)N1CCN(Cc2ccc3c(c2)OCO3)CC1
→ nt, -2
- C[C@@H]1CCCCO[C@@H](CN(C)C(=O)C2CCCCC2)[C@@H](C)CN([C@H](C)CO)C(=O)c2cc(NC(=O)Nc3ccc4c(c3)OCO4)ccc2O1
→ 0.6, nt
- COc1ccc(CNC(=O)C2CCCCC2C(=O)O)cc1 (centres undefined)
→ 0.4, -5
- C/C=C/c1cnc2c(c1)C(=O)N([C@@H](C)CO)C[C@H](C)[C@H](CN(C)S(=O)(=O)c1cn(C)cn1)O2
→ -2.8, 8
- C[C@H]1CN([C@@H](C)CO)C(=O)Cc2cc(NS(=O)(=O)c3cn(C)cn3)ccc2O[C@@H]1CN(C)C(=O)NC1CCCCC1
→ 7.9, nt
- C[C@@H]1CN([C@H](C)CO)C(=O)c2cc(NS(C)(=O)=O)ccc2O[C@@H]1CN(C)C(=O)Nc1ccc(C(F)(F)F)cc1
→ -0.6, -15
- O=C(N[C@@H]1CC[C@@H](CCNC(=O)C2CCCC2)O[C@H]1CO)c1ccccn1
→ -0.4, -8
- COC(=O)C(CC(=O)c1ccc(Br)cc1)n1cncn1 (centres undefined)
→ 5.4, ?
- Cc1ccc(S(=O)(=O)N(C)C[C@@H]2Oc3ccc(NS(=O)(=O)c4cn(C)cn4)cc3C(=O)N([C@H](C)CO)C[C@@H]2C)cc1
→ 0.4, nt
- Cc1ccccc1CN(C)C[C@@H]1OCc2cn(nn2)CCCC(=O)N([C@@H](C)CO)C[C@@H]1C
→ -0.5, 8
- CCCNC(=O)N(C)C[C@H]1Oc2cc(-c3ccc(C)cc3)ccc2S(=O)(=O)N([C@@H](C)CO)C[C@@H]1C
→ 1.0, -1
- C[C@@H]1CN([C@@H](C)CO)C(=O)c2cc(NC(=O)C3CCCCC3)ccc2O[C@@H](C)CCCCO[C@H]1CN(C)Cc1ccc(Cl)c(Cl)c1
→ 0.1, nt
- C[C@@H]1CN([C@@H](C)CO)C(=O)c2cc(NS(=O)(=O)c3ccc(F)cc3)ccc2O[C@H]1CN(C)C
→ 3.0, 11
- O=C(C[C@@H]1C=C[C@@H](NC(=O)c2ccccn2)[C@H](CO)O1)NCc1cc(F)cc(F)c1
→ -0.4, 0
- CCCN1C[C@H](C)[C@@H](OC)CN(C)C(=O)c2cc(NC(=O)C3CCC3)ccc2OC[C@@H]1C
→ nt, -10
- CNC[C@H]1OCCCC[C@H](C)Oc2ccc(NC(=O)Nc3ccc4c(c3)OCO4)cc2C(=O)N([C@@H](C)CO)C[C@@H]1C
→ 2.6, -2
- Cc1cc(C)nc(SCC(=O)N2c3ccccc3Sc3ccccc32)n1
→ -0.7, 28
- O=C(CSc1nnc(-c2ccncc2)n1-c1ccc(Cl)cc1)Nc1ccc2cn[nH]c2c1
→ 0.3, -9
- O=C(CCN1CCCCC1)N[C@H]1CC[C@H](CCNS(=O)(=O)c2ccc(F)cc2)O[C@@H]1CO
→ 0.2, 5
- COc1cccc(S(=O)(=O)N[C@@H]2CC[C@H](CC(=O)NC3Cc4ccccc4C3)O[C@H]2CO)c1
→ -0.3, 5
- Cn1c(-c2nonc2NC(=O)c2ccccc2Br)nc2ccccc21
→ 0.2, 8
- C[C@@H]1CCCCO[C@@H](CN(C)C(=O)c2ccccc2)[C@@H](C)CN([C@H](C)CO)C(=O)c2cc(NC(=O)CCCN(C)C)ccc2O1
→ -0.2, 0
- CCC(=O)Nc1ccc2c(c1)C(=O)N(C)C[C@H](OC)[C@H](C)CN(C(=O)NC(C)C)[C@@H](C)CO2
→ 0.0, 9
- O=C(COc1ccccc1[N+](=O)[O-])Nc1ccc(Br)cc1C(=O)O
→ 0.2, -8
- C[C@@H]1CN([C@H](C)CO)C(=O)c2cc(NC(=O)CCCN(C)C)ccc2O[C@@H](C)CCCCO[C@@H]1CN(C)C(=O)Nc1ccccc1
→ 4.5, nt
- Cc1noc(C)c1S(=O)(=O)N(C)C[C@@H]1OCCCC[C@@H](C)Oc2ccc(NC(=O)NC3CCCCC3)cc2C(=O)N([C@H](C)CO)C[C@H]1C
→ 2.9, nt
- COc1ccc(C#Cc2cnc3c(c2)C(=O)N([C@H](C)CO)C[C@H](C)[C@H](CN(C)Cc2ccccc2)O3)cc1OC
→ -0.1, nt
- Cc1ccccc1-c1cnc2c(c1)C(=O)N([C@H](C)CO)C[C@H](C)[C@@H](CN(C)C(=O)CN(C)C)O2
→ -0.2, 9
- CCC(=O)Nc1ccc2c(c1)OC[C@H](C)N(CC1CC1)C[C@@H](C)[C@@H](OC)CN(C)C2=O
→ 0.2, 0
- COc1ccc(NC(=O)Nc2ccc3c(c2)C(=O)N(C)C[C@H](OC)[C@H](C)CN[C@@H](C)CO3)cc1
→ nt, -7
- COc1ccccc1C#Cc1cnc2c(c1)C(=O)N([C@@H](C)CO)C[C@H](C)[C@@H](CN(C)C(=O)c1ccc3c(c1)OCO3)O2
→ -5.2, -18
- C[C@@H]1CCCCO[C@H](CN(C)S(=O)(=O)c2ccccc2)[C@@H](C)CN([C@H](C)CO)C(=O)c2cc(NS(=O)(=O)c3cn(C)cn3)ccc2O1
→ 0.8, nt
- COc1ccc(CNC(=O)C[C@H]2C[C@H]3c4cc(NC(=O)NC5CCCC5)ccc4O[C@H]3[C@@H](CO)O2)cc1
→ -0.1, -9
- C[C@@H]1CN([C@@H](C)CO)C(=O)Cc2cc(NC(=O)CCCN(C)C)ccc2O[C@H]1CN(C)CC1CCCCC1
→ 0.3, -31
- C[C@@H]1CN([C@@H](C)CO)C(=O)c2cc(NC(=O)Nc3ccccc3)ccc2O[C@@H](C)CCCCO[C@H]1CN(C)C(=O)c1ccccc1
→ -2.8, nt
- Cc1noc(C)c1S(=O)(=O)Nc1ccc2c(c1)C(=O)N([C@H](C)CO)C[C@@H](C)[C@H](CN(C)CC1CCCCC1)OCCCC[C@@H](C)O2
→ 2.9, nt
- C[C@@H]1CN([C@@H](C)CO)C(=O)Cc2cc(NC(=O)Nc3ccc(F)cc3)ccc2O[C@H]1CN(C)Cc1ccc(C(F)(F)F)cc1
→ -1.0, nt
- C[C@@H]1CN([C@H](C)CO)C(=O)c2cc(NC(=O)CCCN(C)C)ccc2O[C@H]1CN(C)C(=O)Nc1ccc(F)cc1
→ 3.0, 1
- O=C(CSC1CC(=O)N(c2ccccc2)C1=O)Nc1ccc(Cl)c(Cl)c1 (centres undefined)
→ -0.4, 10
- CCCC#Cc1ccc2c(c1)O[C@@H](CN(C)C(=O)NC(C)C)[C@H](C)CN([C@@H](C)CO)S2(=O)=O
→ 5.0, -15
- C[C@@H]1CN([C@@H](C)CO)C(=O)c2cccc(NS(=O)(=O)c3ccccc3)c2O[C@H]1CN(C)Cc1ccc(Oc2ccccc2)cc1
→ 0.4, nt
- C[C@@H]1CN([C@H](C)CO)C(=O)CCCn2cc(nn2)CO[C@H]1CN(C)C(=O)Nc1cccc(F)c1
→ nt, 1
- Cc1noc(C)c1S(=O)(=O)N(C)C[C@H]1OCCCC[C@@H](C)Oc2ccc(NS(=O)(=O)c3ccccc3)cc2C(=O)N([C@@H](C)CO)C[C@H]1C
→ 4.2, nt
- Cc1noc(C)c1NC(=O)NCC[C@H]1CC[C@H](NC(=O)c2ccccc2)[C@@H](CO)O1
→ 0.5, -1
- C[C@@H]1CN([C@H](C)CO)C(=O)c2cc(C3=CCCCC3)cnc2O[C@H]1CN(C)Cc1ccncc1
→ 0.3, -17

Rewritten in markdown: part of the list above
| Molecule | IDH1 R132H inh | EZH2 inh |
| --- | --- | --- |
| Cc1noc(C)c1NC(=O)NCC[C@H]1CC[C@H](NC(=O)c2ccccc2)[C@@H](CO)O1 | 0.5 | -1 |
| C[C@@H]1CN([C@H](C)CO)C(=O)c2cc(C3=CCCCC3)cnc2O[C@H]1CN(C)Cc1ccncc1 | 0.3 | -17 |

Additional results
Second line of a record: IDH1 R132H inh, EZH2 inh
- COc1ccc(C(=O)O)cc1S(=O)(=O)NCCc1ccc(F)cc1
→ -0.1, -5
- CC(O)c1nc2ccccc2n1CCOc1ccc(F)cc1 (centres undefined)
→ 0.2, 6
- CO[C@H]1CN(C)C(=O)c2ccc(NC(=O)NC(C)C)cc2OC[C@@H](C)N(C(=O)CN(C)C)C[C@H]1C
→ 0.3, -2
- Cc1cc(Br)cc(C)c1NC(=O)CSc1nnc(-c2cc3cc(Cl)ccc3o2)n1C
→ 2.4, 0
- COc1ccc(NC(=O)Nc2ccc3c(c2)C(=O)N([C@@H](C)CO)C[C@@H](C)[C@@H](CN(C)Cc2ccc(Cl)c(Cl)c2)O3)cc1
→ 1.3, nt
- C[C@@H]1CN([C@H](C)CO)C(=O)c2cc(NC(=O)Nc3cccc4ccccc34)ccc2O[C@@H](C)CCCCO[C@H]1CN(C)Cc1ccccc1
→ 2.1, nt
- C[C@@H]1CN([C@@H](C)CO)S(=O)(=O)c2ccc(-c3cncnc3)cc2O[C@@H]1CN(C)C(=O)Cc1cccnc1
→ 0.9, -8
- C[C@@H](NC(=O)C[C@H]1C=C[C@@H](NC(=O)C2CCOCC2)[C@@H](CO)O1)c1ccccc1
→ 0.0, -2
- Cc1noc(C)c1NC(=O)Nc1ccc2c(c1)C(=O)N([C@H](C)CO)C[C@@H](C)[C@H](CN(C)C(=O)Nc1cccc3ccccc13)OCCCC[C@@H](C)O2
→ 0.1, nt
- COc1ccc(-c2nc3ccccc3s2)cc1NC(=O)COc1ccccc1[N+](=O)[O-]
→ 0.0, -15
- CO[C@@H]1CN(C)C(=O)c2cc(NC(=O)NC(C)C)ccc2OC[C@@H](C)N(C(=O)CN(C)C)C[C@H]1C
→ -0.1, 9
- Nc1nonc1N1CCCCC1
→ 1.3, -12
- C[C@H](CO)N1C[C@H](C)[C@@H](CN(C)Cc2ccc3c(c2)OCO3)Oc2c(NC(=O)NC3CCCCC3)cccc2C1=O
→ 1.5, -8
- CC(C)NC(=O)Nc1ccc2c(c1)C(=O)N([C@H](C)CO)C[C@@H](C)[C@H](CN(C)CC1CCCCC1)OCCCC[C@@H](C)O2
→ 1.4, nt
- C[C@H]1CN([C@@H](C)CO)C(=O)c2cc(-c3ccccc3F)cnc2O[C@H]1CN(C)C
→ 3.4, 12
- C[C@H](CO)N1C[C@H](C)[C@@H](CN(C)Cc2ccncc2)Oc2ncc(C#Cc3cccnc3)cc2C1=O
→ 9.7, nt
- C[C@H](CO)N1C[C@H](C)[C@@H](CN(C)S(C)(=O)=O)Oc2c(NC(=O)c3nc4ccccc4s3)cccc2C1=O
→ -3.0, nt
- COc1ccccc1C#Cc1cnc2c(c1)C(=O)N([C@@H](C)CO)C[C@@H](C)[C@H](CN(C)C(=O)c1ccc3c(c1)OCO3)O2
→ nt, -10
- CC(C)NC(=O)N(C)C[C@H]1Oc2ccc(NC(=O)Nc3cccc4ccccc34)cc2C(=O)N([C@H](C)CO)C[C@@H]1C
→ nt, 3

Already shown: entries from further up.
Second line of a record: IDH1 R132H inh, EZH2 inh
- C[C@@H]1CN([C@H](C)CO)C(=O)Cc2cc(NC(=O)Nc3ccccc3)ccc2O[C@H]1CN(C)S(=O)(=O)c1ccccc1
→ -1.9, 1
- CO[C@H]1CN(C)C(=O)c2cc(NC(=O)C3CCOCC3)ccc2OC[C@@H](C)N(Cc2cccnc2)C[C@H]1C
→ -0.2, 1
- COc1ccc(S(=O)(=O)Nc2ccc3c(c2)C(=O)N([C@@H](C)CO)C[C@@H](C)[C@H](CN(C)CC2CC2)OCCCC[C@H](C)O3)cc1
→ -1.4, nt

Assay outcomes (PubChem BioAssay)
